SKKanGAS inh = S. pyogenes SKKanGAS growth inhibitors in kanamycin, primary screen, streptokinase expression inhibitor project, SKKanGAS strain, BacTiter-Glo luminescence; 6 h; 300,000 compounds, 1.3% hits; AID 1662, 2009; inhibition, % at 7.5 µM;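 active = mean replicate score, as percent of positive control median, at least 50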;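 also: strain carries kanamycin resistance gene driven by streptokinase promoter and grows in 40 µg/ml kanamycin; loss of luminescence reflects streptokinase promoter inhibition or plain growth inhibition; 0% = median of DMSO wells and 100% = positive control at its reference dose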
MrgX1 antag = antagonists of human MrgX1 receptor, primary screen, HEK293 cells, Fluo-4 calcium flux; 310,000 compounds, 1.3% hits; B-score at 10 µM; Mas-related G-protein coupled receptor member X1 (Homo sapiens), Q96LB2; BAM8-22 antagonism; hits give low values; AID 588676, 2011;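 active = calcium-response B-score plate-corrected more than 3 library SD below zero, starting fluorescence within 5 deviations, no agonist response on first addition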;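 also: peak minus trough fluorescence over baseline after final BAM8-22 challenge near maximal dose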
Target sequence (Q96LB2 whole entry, looked up): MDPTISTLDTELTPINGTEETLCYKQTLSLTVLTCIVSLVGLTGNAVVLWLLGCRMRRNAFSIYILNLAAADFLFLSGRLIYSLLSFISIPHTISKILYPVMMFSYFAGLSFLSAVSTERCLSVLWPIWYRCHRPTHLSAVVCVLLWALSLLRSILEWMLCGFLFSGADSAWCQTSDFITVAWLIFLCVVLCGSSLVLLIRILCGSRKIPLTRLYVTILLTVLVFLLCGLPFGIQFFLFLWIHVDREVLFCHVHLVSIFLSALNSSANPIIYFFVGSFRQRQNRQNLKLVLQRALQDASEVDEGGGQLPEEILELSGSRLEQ
aSyn UTR inh = MLPCN primary screen, SNCA 5' untranslated region | inhibition, % (tested at 7.5 µM) | 300,000 compounds, 0.82% hits | alpha-synuclein 5'UTR reporter, inhibitor activity | AID 1813, 2009; in the data active = inhibition above about 60%;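 also: H4 neuroglioblastoma cells stably carrying SNCA 5'UTR luciferase fusion; 0% = DMSO wells and 100% = positive control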
IEC-6 cytotox = cytotoxicity in IEC-6 intestinal epithelial cells, primary screen, cytotoxicity control for KLF5 inhibitor project, cell-based, luminescence | inhibition, % at 5 µM | IEC-6 cytotoxicity, luminescence viability | 290,000 compounds, 0.78% hits; in the data active = inhibition above about 22%;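 also: 0% = plate median of test compound wells and 100% = cytotoxic reference compound wells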
TRPC4 PAM = positive allosteric modulators of TRPC4, primary screen, cell-based, mouse TRPC4beta, HEK293 mu-opioid, Fluo-4 calcium. Short transient receptor potential channel 4 (Mus musculus), Q9QUQ5. DAMGO EC20, Fluo-4 Ca2+ flux; hits give high values. B-score at 10 µM. 310,000 compounds, 0.42% hits. AID 2227, 2009;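 active = B-score of calcium response area above 5 SD of library B-scores, with initial fluorescence ratio within 5 SD of library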;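 also: B-score of integrated fluorescence ratio over time as area under calcium response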
TRPC4 block = inhibitors of mouse TRPC4 channel, primary screen, Fluo4 calcium, HEK293 TRPC4beta/mu-opioid cells. AID 2247, 2010. B-score at 10 µM. Short transient receptor potential channel 4 (Mus musculus), Q9QUQ5. 300,000 compounds, 0.39% hits. DAMGO-evoked Fluo4 calcium flux; hits give low values;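 active = B-score over 3 SD under the library average, no early fluorescence shift, positive overall ratio signal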
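System: stable TRPC4beta/mu-opioid receptor HEK293 cells; Dosing: single-point compound dosing; Measured by: Fluo4 Ca2+ flux fluorescence; Read-out basis: per-well B score of integrated baseline-normalized Fluo4 ratio.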
HIF activator = HIF pathway transcriptional activators, primary screen, cell-based, U2OS HRE-luciferase, luminescence. 300,000 compounds, 0.32% hits. activation, % at 7.5 µM (by protocol). U2OS HRE-luciferase reporter; normalized: DMSO 0%, desferrioxamine 100%;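 active = mean activation of at least 10% of the iron chelator positive control signal, with at least half of replicates also reaching 10%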
TRPC4 act = activators of mouse TRPC4 channel, primary screen, Fluo4 calcium, HEK293 TRPC4beta/mu-opioid cells. Fluo4 calcium fluorescence; hits give high values. 310,000 compounds, 0.49% hits. B-score at 10 µM. Short transient receptor potential channel 4 (Mus musculus), Q9QUQ5;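 active = B-score above 5 SD of library B-scores, and initial fluorescence ratio not above library mean plus 5 SD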;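 also: positive B-score marks a calcium rise read as TRPC4 activation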
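Incubation: 45 min room-temperature Fluo4 loading, 110 s read / System: HEK293 cells stably co-expressing mouse TRPC4beta and mu-opioid receptor / Signal: Fluo4 fluorescence, kinetic / Control set: buffer (low) and maximal DAMGO (high) / Measure: integrated baseline-normalised fluorescence ratio, converted to per-well B score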
KLF5 inhibitor = KLF5 expression inhibitors, primary screen, DLD-1 cells, luminescence | 290,000 compounds, 0.23% hits | inhibition, % at 5 µM | DLD-1 KLF5 promoter-luciferase reporter | AID 1700, 2009;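 active = inhibition above a per-plate limit of that plate's mean compound inhibition plus 3 SD, cut at about 60% in these data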;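 also: 0% = DMSO wells and 100% = LY294002 at 200 µM; higher means less KLF5 promoter-driven luciferase light; inactives centre near -14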
TRPC6 act = mouse TRPC6 channel activators, primary screen, cell-based, HEK293, membrane potential dye; B-score at 10 µM; 310,000 compounds, 0.13% hits; Short transient receptor potential channel 6 (Mus musculus), Q61143; HEK293-TRPC6 membrane potential dye fluorescence; hits give high values;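 active = B-score of the integrated fluorescence ratio above library mean plus 3 SD, and starting fluorescence ratio within library mean plus 5 SD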;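 also: higher score means more depolarization so channel activation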
TRPC6 inhibitor = mouse TRPC6 channel inhibitors, primary screen, cell-based, HEK293, membrane potential dye; ACh-evoked depolarization; hits give low values; 310,000 compounds, 1.1% hits; B-score at 10 µM; Short transient receptor potential channel 6 (Mus musculus), Q61143; AID 2553, 2010;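 active = B-score under library mean minus 3 SD, initial fluorescence not abnormally high, positive integrated signal ratio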;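 also: B-score derived from integrated fluorescence ratio over the kinetic read; more negative B-score means stronger inhibition of depolarization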
An asterisk follows results filed as active; i = inactive; · = no result given. Rows are unselected; any-hit rate near 5.8%.

Value order: SKKanGAS inh, MrgX1 antag, aSyn UTR inh, IEC-6 cytotox, TRPC4 PAM, TRPC4 block, HIF activator, TRPC4 act, KLF5 inhibitor, TRPC6 act, TRPC6 inhibitor
#1 Cc1ccc2nc3c(c(Nc4ccc5c(c4)OCCO5)c2c1)CCC3
  12, i, -1, 1, i, i, -0.7, i, -15, i, i
#2 COc1ccccc1NC(=O)CN1CCCCCC1
  -2, i, 8, 3, i, i, 0.8, i, -7, i, i
#3 CCc1ccccc1NC(=O)Nc1cccn(Cc2ccc(F)cc2)c1=O
  -2, i, 24, 2, i, i, -0.6, i, -26, i, i
#4 CCCNC(=O)Nc1ccccc1SC
  0, i, -33, 7, i, i, -0.2, i, -17, i, i
#5 CCOC(=O)c1cccc(NS(=O)(=O)Cc2ccccc2)c1
  -1, i, 1, 0, i, i, 0.2, i, -12, i, i
#6 O=C(NCc1cccs1)C(=O)NCC1OCCCN1S(=O)(=O)c1ccc(F)cc1 (stereo unspecified)
  -3, i, 12, 4, i, i, 0.3, i, -16, i, i
#7 COc1ccc(C(=O)NCc2nnc(SCC(=O)c3ccccc3)n2C)cc1
  -7, i, -49, 1, i, i, -0.2, i, -10, i, i
#8 Cc1cc(C)n(-c2nc3ccccc3[nH]c2=O)n1
  -4, i, -2, -1, i, i, 0.1, i, 23, i, i
#9 COc1cc(NC(=O)c2ccc(CNc3c(N4CCOCC4)c(=O)c3=O)cc2)cc(OC)c1
  1, i, 14, 0, i, i, -0.4, i, -21, i, i
#10 O=C1c2ccccc2S(=O)(=O)c2cc(C(=O)N(c3ccccn3)c3ccccn3)ccc21
  -1, i, 23, -1, i, i, -0.3, 135*, -14, i, i
#11 O=c1c2ccccc2nc2n1CCO2
  -2, i, 7, 0, i, i, 0.0, i, -39, i, i
#12 O=C(CSc1nc2c(sc3ccccc32)c(=O)n1CCCN1CCOCC1)NCC1CCCO1 (stereo unspecified)
  1, i, 15, -2, i, i, -0.3, i, -23, i, i
#13 COc1ccc(C2CC(C(F)(F)F)n3ncc(C(=O)Nc4cccc(O)c4)c3N2)cc1OC (stereo unspecified)
  5, i, 45, -1, i, i, -0.3, i, -40, i, i
#14 O=C(CSc1nncn1-c1ccccc1)Nc1ccccc1
  -1, i, 1, 1, i, i, -1.2, i, -4, i, i
#15 Oc1ccc(Cl)cc1-c1cc(-c2cccc(Br)c2)n[nH]1
  54*, i, -37, 5, i, i, 1.2, i, 1, i, i
#16 O=C(O)CCN1C(=O)/C(=C/c2ccc(-c3nc4ccccc4s3)o2)SC1=S
  -2, i, -60, -6, i, i, 0.6, i, -10, i, i
#17 COC(=O)c1cc(=O)n(Cc2ccc(F)cc2)c(=Nc2ccccc2)s1
  17, i, -13, -1, i, i, -0.4, i, -4, i, i
#18 Cc1cc(NC(=O)CSc2nnc(-c3ccccc3Cl)o2)no1
  -4, i, -39, -13, i, i, -1.5, i, -23, i, i
#19 O=C(COC(=O)CCc1nc2ccccc2c(=O)[nH]1)NCc1ccc(F)cc1
  -12, i, 15, -2, i, i, -0.5, i, -29, i, i
#20 O=S(=O)(NC1CCCCC1N1CCN(c2ccc(F)cc2)CC1)c1ccc(Cl)cc1 (stereo unspecified)
  0, i, 11, 3, i, i, ·, i, -26, i, i
#21 Cc1cc(=O)oc2cc(OCC(=O)N(C)C3CCS(=O)(=O)C3)c(Cl)cc12 (stereo unspecified)
  -1, i, -23, 3, i, i, 0.3, i, -13, i, i
#22 O=C1N=c2ccccc2=C1c1c(O)n(-c2cccc(F)c2)[nH]c1=O
  6, i, -28, 4, i, i, -0.6, i, -18, i, i
#23 COc1cccc(Nc2nc(-c3ccc4c(c3)OCCO4)cs2)c1
  7, i, -227, 2, i, i, 7.1, i, -146, i, i
#24 Cc1ccc(-n2c(SCC(=O)OC(C)C)nnc2-c2cnccn2)cc1
  2, i, 18, -2, i, i, -0.5, i, -8, i, i
#25 CS(=O)(=O)N(CC(=O)Nc1ccc(Br)cc1)C1CCCCC1
  0, i, -13, -3, i, i, -0.3, i, -49, i, i
#26 CN(C)CCc1cc2c(c3c1ccc1ccccc13)OCO2
  -3, i, -29, 15, i, i, 0.7, i, -20, i, -5.2*
#27 CCOC(=O)N1CCC(NS(=O)(=O)c2cc(Br)cc3c2N(C(=O)CC)CC3)CC1
  -3, i, 7, -3, i, i, -0.1, i, -34, i, i
#28 Cc1nc2ccc(S(=O)(=O)NC(C(=O)NCc3cccs3)C(C)C)cc2s1 (stereo unspecified)
  0, i, -4, -3, i, i, ·, i, -21, i, i
#29 CCOc1ccc(CCNC(=O)CN2CCN(Cc3ccc(F)cc3)C2=O)cc1OCC
  -3, i, 15, -2, i, i, -0.4, i, -11, i, i
#30 C=CCN(c1ccccc1)S(=O)(=O)c1cc(C(=O)NC2=NCCS2)ccc1Cl
  14, i, 11, -4, i, i, -0.3, i, -8, i, i

Brought forward from above: 4 entries; new compounds follow.
Value order: SKKanGAS inh, MrgX1 antag, aSyn UTR inh, IEC-6 cytotox, TRPC4 PAM, TRPC4 block, HIF activator, TRPC4 act, KLF5 inhibitor, TRPC6 act, TRPC6 inhibitor
#27 CCOC(=O)N1CCC(NS(=O)(=O)c2cc(Br)cc3c2N(C(=O)CC)CC3)CC1
  -3, i, 7, -3, i, i, -0.1, i, -34, i, i
#28 Cc1nc2ccc(S(=O)(=O)NC(C(=O)NCc3cccs3)C(C)C)cc2s1 (stereo unspecified)
  0, i, -4, -3, i, i, ·, i, -21, i, i
#29 CCOc1ccc(CCNC(=O)CN2CCN(Cc3ccc(F)cc3)C2=O)cc1OCC
  -3, i, 15, -2, i, i, -0.4, i, -11, i, i
#30 C=CCN(c1ccccc1)S(=O)(=O)c1cc(C(=O)NC2=NCCS2)ccc1Cl
  14, i, 11, -4, i, i, -0.3, i, -8, i, i
#31 COc1ccccc1/C=C/c1nc2ccc(OC(C)=O)cc2c(=O)o1
  -7, i, -3, 1, i, i, -1.5, i, -30, i, i
#32 COc1cccc(N(C(=O)c2snc(C(N)=O)c2N)C(C(=O)NCC2CCCO2)c2cccs2)c1 (stereo unspecified)
  6, i, 11, -2, i, i, 0.1, i, 2, i, i
#33 Cc1ccccc1CCN(C(=O)c1csnn1)C(C(=O)NC1CCCC1)c1ccncc1 (stereo unspecified)
  -3, i, 13, 6, i, i, 1.1, i, 24, i, i
#34 CC1CCc2sc(C(=O)N/N=C/C3CCCCC3)cc2C1 (stereo unspecified)
  1, i, 15, 9, i, i, 0.2, i, -11, i, i
#35 CCN(CC)CCNc1nc2nonc2nc1NCCN(CC)CC
  -6, i, -14, 2, i, i, 0.0, i, -18, i, i
#36 Cc1ccc2oc(=O)c3cnn(CC(=O)N4CCc5ccccc5C4)c3c2c1
  -6, i, -16, ·, i, i, -0.3, i, ·, i, i
#37 CCOC(=O)c1sc(NC(=O)CSc2nc(C)cc(C)n2)c(C#N)c1C
  -4, i, 13, -4, i, i, 0.2, i, -14, i, i
#38 O=c1[nH]c2ccc(N=Cc3c(O)ccc4cc(Br)ccc34)cc2[nH]1
  -4, ·, 19, -6, i, i, -0.1, i, -3, i, i
#39 Cc1ccc(S(=O)(=O)N2CCN(Cc3cccc(C)c3O)CC2)cc1
  -3, i, -7, -5, i, i, -0.2, i, -3, i, i
#40 CCOC(=O)C1CCN(c2c(N3CCN(Cc4ccccc4)CC3)c(=O)c2=O)CC1
  -1, i, 5, -2, i, i, -0.3, i, -86, i, i
#41 Cc1ccc(S(=O)(=O)NC(C(=O)Oc2ccc3c(C(F)(F)F)cc(=O)oc3c2)c2ccccc2)cc1 (stereo unspecified)
  3, i, -2, -2, i, i, -0.1, i, -33, i, i
#42 C=CCNC(=O)NC(=O)COC(=O)c1nc2nccc(C)n2n1
  -24, i, 0, 5, i, i, -0.2, i, 1, i, i
#43 COc1ccc(Nc2oc(COc3ccc(OC)cc3)nc2C#N)cc1
  23, i, 78*, 1, i, i, -1.6, i, 4, i, i
#44 S=c1[nH]nc(-c2cc(-c3ccccc3)n[nH]2)n1/N=C/c1c(Cl)cccc1Cl
  61*, i, 9, 3, i, i, 0.1, i, 1, i, i
#45 CCNC(=O)C(=O)Nc1ccc(OC)c(Cl)c1
  -16, i, -83, -1, i, i, 0.8, i, -23, i, i
#46 CCn1c(SCC(=O)Nc2ccc3c(c2)OCCO3)nc2c(c1=O)SC(C)C2 (stereo unspecified)
  -6, i, 3, -1, i, i, -0.1, i, 4, i, i
#47 CC(=O)NC(Cc1cccc(F)c1)C(=O)NC1CCN(C(=O)c2cccc(C)c2)CC1 (stereo unspecified)
  -16, i, 6, -9, i, i, -0.2, i, -11, i, i
#48 O=C(CC1NCCc2ccccc21)Nc1cccc(Cl)c1 (stereo unspecified)
  11, i, 0, 5, i, i, 0.5, i, -4, i, i
#49 Cc1ccc(NC(=O)CCNS(=O)(=O)c2cc(Br)cnc2N)c(Cl)c1
  -1, -5.5*, 15, 1, i, i, 0.2, i, 12, i, i
#50 Cn1nccc1NC(=O)NC(=O)c1c(Cl)cccc1Cl
  0, i, 6, 4, i, i, -2.1, i, -22, i, i
#51 CCOc1ccc(CN2CCN(S(=O)(=O)c3ccc(NC(C)=O)cc3)CC2)cc1OC
  -7, i, 7, -1, i, i, -0.1, i, -16, i, i
#52 COc1cccc(-c2cc3nc4c(c(N5CCC6(CC5)OCCO6)n3n2)CCC4)c1
  -9, i, 6, -4, i, i, 0.6, i, -42, i, i

Source: PubChem
